PGE2 EP2 inh: blocks the human prostaglandin E2 receptor EP2; P43116; C6 glioma cells expressing human EP2, cAMP TR-FRET; cells stimulated with saturating PGE2; inhibition, % at 25 µM; hit rate 0.52% among 260,000;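 active = percent inhibition above 40 after rounding to a whole number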;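 note: rat C6 glioma host cells with rolipram phosphodiesterase inhibitor present; the protocol text gives 20 µM as final concentration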
NCF1 inh: blocks human p47phox regulatory protein of NADPH oxidases. P14598. p47phox/p22phox peptide binding, fluorescence polarization, 2 h. inhibition, % at 24.7 µM. hit rate 0.53% among 220,000;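 active = inhibition above about 30%, limit read from the data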;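 note: 0% = p47phox with labelled peptide and 100% = labelled peptide alone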
Tb hexokinase: blocks Trypanosoma brucei hexokinase 1 activity | recombinant TbHK1, G6PDH-coupled NADH A340 | inhibition, % at 10 µM | hit rate 0.11% among 220,000 | AID 1430;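 active = inhibition of 50% or more in the single-dose primary screen; inactive = inhibition below 50%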
BaF3 parental: counter-screen for JAK2V617F inhibitors: parental Ba/F3 viability inhibitors. CellTiter-Glo ATP luminescence. inhibition, % at 5.6 µM. hit rate 1.1% among 220,000;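 active = inhibition above a per-campaign cutoff, the mean inhibition of all tested compounds plus 3 SD, cut at about 27% in these data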;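 note: 0% = DMSO wells and 100% = JAK Inhibitor I control wells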
PPC-1+TRAIL kill: kills PPC-1 cancer cells in the presence of TRAIL | PPC-1 cells + TRAIL, ATPLite viability luminescence | hit rate 0.41% among 220,000 | cell killing (% activity), % at 4 µM | AID 1443;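 active = cell killing above 50% in the first pass at 4 µM, then a duplicate retest at 5 µM averaging 50% or more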;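 note: plate controls were cells with TRAIL plus DMSO for no effect and medium-only wells lacking cells for full effect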
Ba/F3 V617F tox: reduce viability of Ba/F3 cells dependent on JAK2V617F | Ba/F3 EpoR-JAK2V617F viability, ATP luminescence | AID 1446 | inhibition, % at 5.6 µM | hit rate 1.1% among 220,000;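 active = inhibition above the campaign mean plus 3 SD over all tested compounds, cut at about 24% in these data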;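 note: cytokine-independent growth of Ba/F3 cells driven by EpoR plus mutant JAK2; 0% = DMSO-treated cells and 100% = JAK inhibitor I control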
p97 ATPase inh: inhibitors of human p97 ATPase; recombinant p97 ATPase, Kinase-Glo ATP luminescence, 3 h; inhibition, % at 8 µM; hit rate 0.42% among 220,000; in the data active = inhibition above about 15%;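 note: 0% = DMSO vehicle and 100% = wells lacking enzyme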
Target sequence (P55072 whole entry, looked up): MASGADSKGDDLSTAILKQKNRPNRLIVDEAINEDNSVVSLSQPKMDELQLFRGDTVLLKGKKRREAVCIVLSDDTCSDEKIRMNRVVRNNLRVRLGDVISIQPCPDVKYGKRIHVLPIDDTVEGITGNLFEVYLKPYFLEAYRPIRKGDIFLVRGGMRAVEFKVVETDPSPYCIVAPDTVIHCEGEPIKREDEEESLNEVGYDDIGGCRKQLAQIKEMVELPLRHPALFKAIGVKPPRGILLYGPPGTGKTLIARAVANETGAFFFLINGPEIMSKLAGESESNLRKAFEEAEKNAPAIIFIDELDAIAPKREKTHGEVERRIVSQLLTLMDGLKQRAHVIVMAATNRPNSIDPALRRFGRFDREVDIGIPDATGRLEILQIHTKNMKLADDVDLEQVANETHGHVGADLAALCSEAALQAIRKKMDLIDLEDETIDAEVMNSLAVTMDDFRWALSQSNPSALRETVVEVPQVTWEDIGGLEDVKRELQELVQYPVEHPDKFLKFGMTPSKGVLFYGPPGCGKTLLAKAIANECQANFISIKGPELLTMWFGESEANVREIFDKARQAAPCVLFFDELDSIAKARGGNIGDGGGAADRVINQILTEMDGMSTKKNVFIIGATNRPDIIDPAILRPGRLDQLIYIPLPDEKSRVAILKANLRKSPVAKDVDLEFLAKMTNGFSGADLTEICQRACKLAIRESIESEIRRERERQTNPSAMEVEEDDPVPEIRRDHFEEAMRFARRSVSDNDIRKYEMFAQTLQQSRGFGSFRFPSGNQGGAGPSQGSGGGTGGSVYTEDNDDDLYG
Furin inh: blocks human furin protease activity; hit rate 0.061% among 220,000; P09958; inhibition, % at 30 µM; purified furin, fluorogenic substrate cleavage; in the data active = inhibition above about 25%; note: inactives centre near -15
RBBP9 inh: blocks human serine hydrolase RBBP9; recombinant RBBP9, FP-Rh probe fluorescence polarization; inhibition, % at 7.94 µM; hit rate 0.2% among 220,000; O75884; AID 1515;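 active = inhibition above the campaign mean of all tested compounds plus 3 SD, cut at about 14% in these data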;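 note: plate controls were DMSO wells with RBBP9 for no effect and wells lacking RBBP9 protein for full effect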
Target sequence (O75884 whole entry, looked up): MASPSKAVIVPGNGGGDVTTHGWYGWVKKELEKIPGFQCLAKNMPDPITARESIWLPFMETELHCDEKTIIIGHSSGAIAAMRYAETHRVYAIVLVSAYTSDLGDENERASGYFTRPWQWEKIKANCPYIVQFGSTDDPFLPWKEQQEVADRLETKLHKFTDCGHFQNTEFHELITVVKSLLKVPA
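System: RBBP9 protein / Buffer or medium: Tris/NaCl buffer pH 8.0 with 0.1% Pluronic / Probe or stimulus: Serine-hydrolase probe FP-Rh, 375 nM pre-mixing / Dosing: 7.94 µM single dose, 0.794% DMSO / Times: enzyme-compound preincubation 30 min, then probe labeling 45 min, 25 °C / Technique: fluorescence polarization (mP), excitation 525 nm, emission 598 nm / Replication: singlicate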
* = called active by the depositor; / = not tested or not shown; & = joins results of further samples; [ ] = another dose, or the depositor's remark. Only part of the results is shown. The share of hits here may be higher or lower than overall.

Values run as follows: PGE2 EP2 inh	NCF1 inh	Tb hexokinase	BaF3 parental	PPC-1+TRAIL kill	Ba/F3 V617F tox	p97 ATPase inh	Furin inh	RBBP9 inh
> CCCN1CCC(NC(=O)Nc2ccc(Br)cc2)CC1
 : 11	-1	0	9	6	1	3	-19	2
> CC1(c2ccccc2)CC(C)(C)N2C(=O)/C(=C3\SC(=S)NC3=O)c3cccc1c32 (stereo unspecified)
 : 17	14	35	7	9	4	-6	-3	1
> CS(=O)(=O)N(CC(=O)N1CCN(c2ccccc2)CC1)c1cccc(Br)c1
 : 5	35*	-5	5	12	0	-1	-15	1
> COc1ccc(/C(O)=C2/C(=O)C(=O)N(CC3CCCO3)C2c2ccc(OC)c(OC)c2)cc1 (stereo unspecified)
 : 14	-4	-20	2	3	2	-4	-16[20 µM]	-8
> Cc1c(NS(=O)(=O)c2ccccc2)cc(Cl)c(O)c1C
 : 2	-4	2	14	23	4	-2	-16[20 µM]	-1
> CCCCN(C)CCn1c(=S)[nH]c2cc(OCC)c(OCC)cc2c1=O
 : 7	-2	-5	1	-1	0	0	-12	-5
> CS(=O)(=O)Nc1ccc(C2=NN(S(C)(=O)=O)C(c3cccs3)C2)cc1 (stereo unspecified)
 : 7	-176	-14	4	8	-1	2	-25	-8
> O=C(c1ccccc1F)N1CCN=C1c1ccccc1
 : 6	-5	1	3	19	-1	1	-15	-8
> COC(=O)c1nc2n(n1)C(c1ccc(OC)c(OC)c1)C(C(=O)OC1CCCCC1)=C(C)N2 (stereo unspecified)
 : 7	-1	-16	4	-6	-1	-5	-5[20 µM]	-8
> O=S(=O)(c1cccc2nsnc12)N1CCN(C/C=C/c2ccccc2)CC1
 : 3	-8	-4	0	11	-3	-2	-6	-12
> O=C(c1ccc(CS(=O)(=O)c2ccc(Br)cc2)o1)N1CCCC1
 : 10	6	-2	-2	23	0	1	-1	-1
> O=C(N/N=C/c1ccccn1)C(=O)N1CCCCCC1
 : 6	-9	-7	-3	6	-2	13	-31	-5
> O=C(O)C1CCCCC1C(=O)NCc1ccc(F)cc1 (stereo unspecified)
 : 4	-16	1	8	-5	1	5	-7[20 µM]	1
> COc1ccc(-c2nnc(NC(=O)CSc3ccc(C)cc3)s2)cc1OC
 : 6	-11	-3	6	18	-4	5	-13	-4
> Fc1ccc(C2CCCN2Cc2nc(-c3cnccn3)no2)cc1 (stereo unspecified)
 : 15	3	-10	4	-4	3	-1	-20	-6
> CCC(C)Sc1nc(O)c(Cc2ccccc2)c(=O)[nH]1 (stereo unspecified)
 : 5	0	-5	2	24	-1	-6	-10[20 µM]	6
> CCS(=O)(=O)c1ccc2c(c1)N(S(C)(=O)=O)CC(C(=O)NN)O2 (stereo unspecified)
 : 4	3	-6	-2	-13	-2	1	-18	-4
> NS(=O)(=O)c1ccc(N2N=C(c3ccc(Br)cc3)CC2c2ccc(F)cc2)cc1 (stereo unspecified)
 : 12	2	0	5	15	1	2	-95[20 µM]	-2
> Cc1ccsc1C1C(C(=O)O)c2ccccc2C(=O)N1C (stereo unspecified)
 : 13	-5	3	5	0	8	-2	-1	3
> COc1cc(/C=N/NC(=O)c2nonc2N)cc(OC)c1OC
 : 11	7	-29	-3	12	0	-2	-9	-9
> c1ccc(CNc2ncnc3sc4c(c23)CCCC4)nc1
 : 8&4	-3	11	5	-1	0	-1	-23	-7
> CN(C)S(=O)(=O)c1cccc(NC(=O)CN2C(=O)C3C4C=CC(C4)C3C2=O)c1 (stereo unspecified)
 : 6	-4	28	4	12	-1	-2	-19	-8
> O=C(Nc1ccccc1)N(CCN1CCOCC1)Cc1ccccc1F
 : 4	-9	-1	8	6	-1	2	30*[20 µM]	2
> CCOCC(=O)Nc1ccc(C(=O)Nc2ccccc2Cl)cc1
 : 4	-8	-4	1	-3	-5	5	-21	-8
> CC(=O)c1ccccc1OCCn1nnc(-c2ccc(C)cc2)n1
 : 6	-20	-1	1	11	-3	-3	-22[20 µM]	1
> CCN1CCN(c2cc(C)c3cc(NC(=O)Cc4ccccc4OC)ccc3n2)CC1
 : 7	-8	-14	3	16	-2	0	-34[20 µM]	-3
> COc1ccc(CCNC(=O)c2c(C)nc3ccccn23)cc1OC
 : 9	11	0	-1	10	-5	6	-13	-2
> COc1cccc(-c2nnc(SCC(=O)N3CCCc4ccccc43)o2)c1
 : 11	-7	-4	2	24	-3	3	0[20 µM]	-3
> CC1(C)Cc2nc(NCCN3CCOCC3)c(C#N)cc2CO1
 : 9	-11	-29	4	18	1	-2	-10	-12
> COc1ccc(C(=O)NN)cc1COc1ccc(Br)cc1
 : 4	-14	-1	10	8	5	1	-24[20 µM]	-17
> O=C(NCC1CCCO1)C(c1ccc(F)cc1)N(Cc1ccc(F)cc1)C(=O)Cn1nnc(-c2cccs2)n1 (stereo unspecified)
 : 8	-16	-5	3	15	-1	3	-27[20 µM]	-2
> Clc1ccc(COn2nnc3ccccc32)c(Cl)c1
 : 11	0	0	1	13	-2	-8	-10[20 µM]	-2
> Cc1cc(C)n(-c2ccc(C(=O)NC3CCCCC3)cc2)n1
 : 4	-10	5	4	-2	-2	4	-25	3
> Cn1cccc1Cc1nnc(SCC(=O)NC2CCCCC2)n1CCc1ccccc1
 : 5	-5	-6	2	-7	-1	1	-24	1
> c1cncc(-c2nc(-c3ccc4c(c3)OCO4)cs2)c1
 : 16	-12	-3	7	13	1	-9	-3[20 µM]	-12
> c1ccc(CNCC2COc3ccccc3O2)cc1 (stereo unspecified)
 : 19	-4	7	1	9	-3	-3	-6[20 µM]	3
> COc1ccccc1CNC(=O)c1ccccc1NS(C)(=O)=O
 : 3	-16	-1	2	-4	-3	4	-17[20 µM]	2
> COc1cc2[nH]c3c(Cl)ncnc3c2cc1OC
 : 4	8	-13	1	6	-2	7	-8	-2
> COC(=O)C1=C(N)Oc2cc(C)n(C)c(=O)c2C1c1ccc(Cl)c(Cl)c1 (stereo unspecified)
 : 11	-14	2	0	-3	-2	4	-22	1
> CCOc1cc(/C=C2/SC(=S)N(CC3CCCO3)C2=O)ccc1O (stereo unspecified)
 : 3	-55	-1	8	-7	2	1	-19	-25
> C/C=C\C=C\C(=O)N1CC2(CC(c3cccc(NC(=O)CC(c4ccccc4)c4ccccc4)c3)=NO2)C[C@H]1C(N)=O (stereo partly specified)
 : 15	-37	-10	/	0	/	/	-25	/
> CCOc1ccc(OCCCCn2cnc3ccccc3c2=O)cc1
 : 0	23	-5	-1	22	-2	2	-26	-1
> Cc1cc(NC(=O)CSc2ncnc3c2cnn3-c2cccc(Cl)c2)no1
 : 5	-10	1	2	-5	-2	3	-21	-2
> CCOC(=O)c1ccc(-n2c(CN(CC)CC)nc3ccc([N+](=O)[O-])cc3c2=O)cc1
 : 10	-42	-13	5	3	1	2	-17	-10
> CCN1CCN(c2nc3c(c(=O)n(C)c(=O)n3C)n2CCSc2ncccn2)CC1
 : 9	-13	-4	2	-6	4	-3	-25[20 µM]	-4
> O=C1[C@H]2C(c3ccccc3)=NN(c3ccccc3)[C@H]2C(=O)N1c1ccccc1
 : 10	-10	-18	7	18	0	2	-50	-7
> CCn1cc([N+](=O)[O-])c(C(=O)Nc2c(C)nn(Cc3cccc(F)c3)c2C)n1
 : 4	-5	0	3	1	-2	1	-18	-1
> COc1cc(C(=O)NCc2cccc3ccccc23)ccc1OCc1ccccc1
 : 9	-34	1	-1	-2	-3	2	5[20 µM]	-25
> O=C(COc1nncc2ccccc12)NCC(F)(F)F
 : 4	25	8	9	-4	4	-3	-17	-6
> COc1ccccc1C(=O)OCn1nnc2ccccc2c1=O
 : 12	1	0	/	6	/	/	-32	/

The list continues:
Values run as follows: PGE2 EP2 inh	NCF1 inh	Tb hexokinase	BaF3 parental	PPC-1+TRAIL kill	Ba/F3 V617F tox	p97 ATPase inh	Furin inh	RBBP9 inh
> COc1ccc(CCNc2nc(=O)[nH]nc2C)cc1OC
 : 2	-2	14	4	10	0	5	-2	-5
> O=C(CSc1nnc(-c2cccs2)o1)N1CCCc2ccccc21
 : 9	5	-1	6	-7	0	-1	-21	-7
> CN1CCC(=NNC(=O)C(=O)Nc2cccc(Br)c2)CC1
 : 8	6	-2	-2	/	-2	2	-13	1
> O=C(NCCCN1CCCC1=O)NC1CCCCC1
 : 7	-8	-1	2	18	-2	5	-12[20 µM]	-2
> COc1ccc(C/C(O)=C(\C#N)c2nc3ccccc3[nH]2)cc1OC
 : 15	10	-11	5	24	3	2	-17	-1
> COc1ccc(F)c(CN2CCC(CO)(Cc3cccc(C(F)(F)F)c3)CC2)c1
 : 7	-12	-2	6	19	10	-3	-17	-16
> CCCn1c(NC(=O)c2ccc(C)cc2)nc2ccccc21
 : 11	-7	-13	2	0	0	-1	-21[20 µM]	-7
> Cc1ccc(/C=N/NC(=O)c2c[nH]c3ccccc23)o1
 : -2	-82	-81	2	-6	-2	-4	1[20 µM]	-3
> CC(C)C[C@@H]1NC(=O)N(CCN2CCOCC2)C1=O
 : 10	4	0	4	-6	1	2	-24	-6
> Cc1nn(-c2ccccc2)c(Cl)c1C(=O)NCC(=O)O
 : 6	3	6	3	10	-1	1	-11[20 µM]	-6
> COc1ccc(CCN2C(=O)CC(Sc3ncccc3C(=O)O)C2=O)cc1OC (stereo unspecified)
 : 2	-11	3	0	-10	4	-4	6[20 µM]	9
> CCOc1ccc(N=c2cc(-c3ccc(OC)cc3)oc3ccccc23)cc1
 : 8	1	-5	71*	21	5	-10	-5	-11
> CCCCSc1[nH]c(=O)c(C(=O)OCC)cc1C#N
 : 5	-8	-24	1	16	-2	3	-16[20 µM]	-4
> Cc1ccccc1NC(=O)COC(=O)c1cc(=O)c2ccccc2o1
 : 8	-3	0	-1	12	-5	4	-16	4
> COc1ccc([C@@H](C)NC(=O)CCc2nnc(-c3cc(C)on3)o2)cc1
 : 4	-4	-2	3	5	-1	-1	-16	-4
> CCc1cccc(NC(=O)CSc2nc3c(c(=O)[nH]2)CCCC3)c1
 : 9	-8	-2	4	8	3	0	-28	-9
> CCCCC1=CC2=C(c3ccco3)C(=O)C(C)(OC(=O)c3ccc(OC)cc3)C(=O)C2=CN1CCCCO (stereo unspecified)
 : 21	4	-26	/	-16	/	/	-13	/
> C/C(NCCCn1ccnc1)=C(\C#N)C(N)=O
 : 10	-7	0	-1	5	-2	3	-28	-2
> COc1cccc(NC2=CC(=O)CC(C)(C)C2)c1
 : 8	-3	-4	0	25	-3	1	6	-7
> CCOC(=O)CN1C(=O)NC(C)(c2ccc(OC(F)F)cc2)C1=O (stereo unspecified)
 : 10	-7	4	8	13	3	0	-17	-2
> CC(=O)c1c(C)nc(-c2ccc(Cl)cc2)nc1N=CN(C)C
 : 7	-17	-11	1	27	5	-3	-15	-2
> COC(=O)c1sccc1NC(=S)N1CCN(c2cc(C)ccc2C)CC1
 : 9	-9	-6	2	-16	1	1	-28	2
> Cc1ccc(-c2n[nH]c(=O)c3ccccc23)cc1S(=O)(=O)N(C)CCO
 : 7	-9	8	6	20	3	-5	0[20 µM]	-4
> COC(=O)Cc1ccc(NC(=O)c2ccccc2Cl)cc1
 : 7	5	-3	5	20	-2	0	-26	1
> C=CCc1cc(/C=C2/NC(=O)N(CC)C2=O)cc(OCC)c1OCc1ccc(C(=O)O)cc1
 : 8	2	-24	-14	-20	2	1	-11	-1
> COc1cccc(/C=N/NC(=O)CNC(=O)COc2cccc(C)c2)c1O
 : 10	-15	-8	2	-8	1	3	-12	-4

Assay outcomes: PubChem, several laboratories
